proCasp3 act – activators of human procaspase-3; recombinant procaspase-3 D3A, Ac-DEVD-pNA absorbance 405 nm; activation, % at 8.5 µM; 330,000 compounds, 0.11% hits;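 active = activation above the mean of all tested compounds plus 3 SD, cut at about 21% in these data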;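 also: 0% = DMSO alone and 100% = DMSO wells spiked with extra 5 µM PC-3 D3A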
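Assay system – Procaspase-3 D3A mutant · Benchmarks – DMSO low control, extra-enzyme high control · Technique – 405 nm absorbance of p-nitroaniline, reads at 0 and 120 min · Doses – 8.5 µM nominal · Measure – % activation between DMSO and enzyme-spiked controls · Also added – Ac-DEVD-pNA chromogenic peptide substrate · Schedule – 1 h compound preincubation, 2 h substrate hydrolysis at 25 °C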
procasp7 counter – counter-screen for procaspase-3 activators: activators of human procaspase-7. P55210. recombinant procaspase-7, Ac-DEVD-pNA absorbance 405 nm; D23A/D198A/D206A triple mutant, cannot self-cleave; scale: DMSO 0, 5 µM enzyme 100. activation, % at 8.5 µM. 330,000 compounds, 0.093% hits;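 active = percent activation above the screen-wide mean plus 3 SD, cut at about 25% in these data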
Target sequence (P55210 whole entry D23A/D198A/D206A): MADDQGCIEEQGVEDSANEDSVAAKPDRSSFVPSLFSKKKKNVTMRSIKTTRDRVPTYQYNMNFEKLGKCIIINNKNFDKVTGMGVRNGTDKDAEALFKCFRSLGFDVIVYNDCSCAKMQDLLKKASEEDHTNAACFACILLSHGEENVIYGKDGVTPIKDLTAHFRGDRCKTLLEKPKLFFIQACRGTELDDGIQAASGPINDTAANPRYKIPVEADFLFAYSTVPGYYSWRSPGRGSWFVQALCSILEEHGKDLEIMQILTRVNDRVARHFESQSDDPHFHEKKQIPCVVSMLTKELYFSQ
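Assay system – Uncleavable procaspase-7 mutant enzyme · Quantity – 2 µM procaspase-7 mutant as dispensed · Times – 1 h preincubation, 2 h reaction · Dosing – single nominal 8.5 µM compound dose, 0.8% DMSO final · Buffer or medium – Zinc-free 50 mM HEPES buffer, pH 7.4, with NaCl and Triton X-100 · Detection – Epi-absorbance of released pNA at 405 nm, two timepoints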
PP5 inh – blocks human protein phosphatase 5 activity; P53041; purified PP5c, OMFP substrate fluorescence; inhibition, % at 6.7 µM; 320,000 compounds, 0.18% hits; AID 1987;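 active = inhibition above the campaign's mean inhibition across all tested compounds plus 3 SD, cut at about 9.5% in these data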;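 also: 0% = DMSO only and 100% = 100 µM cantharidin control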
PP1 counter – counter-screen for PP5 inhibitors: inhibitors of human PP1-alpha; P62136; purified PP1alpha, OMFP fluorescence; inhibition, % at 6.7 µM; 320,000 compounds, 0.9% hits;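 active = inhibition above the mean inhibition of all tested compounds plus 3 SD, computed separately for each screening campaign, cut at about 15% in these data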
Target sequence (P62136 whole entry, looked up): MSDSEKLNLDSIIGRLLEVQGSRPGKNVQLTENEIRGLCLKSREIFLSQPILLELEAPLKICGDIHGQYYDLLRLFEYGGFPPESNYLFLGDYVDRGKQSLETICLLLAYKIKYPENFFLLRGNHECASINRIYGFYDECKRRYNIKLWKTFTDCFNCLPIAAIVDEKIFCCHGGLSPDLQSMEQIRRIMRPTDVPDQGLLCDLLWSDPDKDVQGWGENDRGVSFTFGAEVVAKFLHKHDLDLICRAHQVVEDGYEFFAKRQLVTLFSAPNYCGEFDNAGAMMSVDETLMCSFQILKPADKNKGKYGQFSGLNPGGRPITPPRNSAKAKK
TPT1 inh – inhibitors of Candida albicans tRNA 2'-phosphotransferase TPT1; recombinant caTPT1, FP RNA substrate dephosphorylation; inhibition, % at 5 µM; 300,000 compounds, 0.81% hits; AID 1962;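 active = inhibition above the mean of all tested compounds plus 3 SD, set per screening campaign, cut at about 24% in these data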;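 also: plate controls were DMSO alone for no effect and ferristatin control at 100 nM for full effect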
Efflux pump mplx – inhibitors of Candida antifungal efflux pumps expressed in yeast | S. cerevisiae Candida pump triplex, Nile Red efflux | inhibition, % at 10 µM | AID 485275 | 330,000 compounds, 0.44% hits;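 active = plate passing quality check with inhibition over a set limit, or well fluorescence over plate mean plus 4 SD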;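 also: Nile Red retained in pooled yeast measured as flow cytometry median fluorescence; 0% = buffer negative control and 100% = Enniatin B positive control; higher means more Nile Red kept so more efflux inhibition; some compounds called inactive have numbers as strong as hits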
HCV core dimer – blocks dimerization of HCV core protein; TR-FRET GST/Flag-core106 dimerization, 1536-well; inhibition, % at 5 µM; 300,000 compounds, 0.33% hits; AID 1899;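 active = inhibition above the mean of all tested compounds plus 3 SD, set per screening campaign, cut at about 45% in these data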
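Test system: GST/Flag-tagged HCV core106 proteins; Medium: KF-containing HEPES buffer, pH 7.45, DTT, CHAPS, BSA; Times: compound-protein-antibody incubation 4 h at 22.5 °C; Detection: TR-FRET 671 and 617 nm emission; Benchmarks: wells lacking GST-core106 and wells with excess unlabelled core106.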
GASC-1 inh – blocks human GASC-1 demethylase activity; GST-JMJD2C(1-420) H3K9me3 demethylation, DELFIA europium; inhibition, % at 2.35 µM; 330,000 compounds, 0.069% hits;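 active = more than half of a compound's replicate wells show inhibition beyond 50%, single wells judged on their own value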;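 also: signal counts dimethyl H3K9 product captured on neutravidin plate; 0% = median of DMSO wells and 100% = 0.3 times that DMSO median; strong numbers were not always called active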
Target sequence (Q9H3R0 1-420 limits assumed): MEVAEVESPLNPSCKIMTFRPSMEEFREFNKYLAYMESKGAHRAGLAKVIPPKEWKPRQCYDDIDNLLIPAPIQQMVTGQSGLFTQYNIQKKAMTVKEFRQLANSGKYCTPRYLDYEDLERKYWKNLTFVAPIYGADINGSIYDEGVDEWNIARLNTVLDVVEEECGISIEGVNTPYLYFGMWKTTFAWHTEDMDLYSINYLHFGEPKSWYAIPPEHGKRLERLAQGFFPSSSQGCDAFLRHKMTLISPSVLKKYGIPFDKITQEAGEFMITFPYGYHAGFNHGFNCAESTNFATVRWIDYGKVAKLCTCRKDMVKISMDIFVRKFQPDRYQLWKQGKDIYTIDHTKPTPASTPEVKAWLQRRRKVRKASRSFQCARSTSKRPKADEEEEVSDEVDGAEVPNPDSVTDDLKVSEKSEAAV
CTSL1 counter – counter-screen for PFM18AAP inhibitors: inhibitors of F. hepatica cathepsin L1; recombinant F. hepatica cathepsin L1, Z-Leu-Arg-MCA fluorescence; inhibition, % at 5.96 µM; 300,000 compounds, 0.49% hits; AID 1906;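 active = inhibition above the mean of all tested compounds plus 3 SD, set per screening campaign, cut at about 17% in these data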;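 also: 0% = plate median of test compound wells and 100% = 1 µM Z-Phe-Ala-diazomethylketone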
Active calls of the source: *; i = inactive; · = no result given.

SMILES	proCasp3 act	procasp7 counter	PP5 inh	PP1 counter	TPT1 inh	Efflux pump mplx	HCV core dimer	GASC-1 inh	CTSL1 counter
COC(=O)[C@H](C)NC(=O)Nc1ccc(OC)c(OC)c1	9	2	1.7	-3	-2	0.0	0	13	-4
CCNc1c(NC(=O)c2ccc3c(c2)OCO3)c(=O)oc2ccccc12	5	-1	-1.3	-3	0	-0.1	-3	-5	3
COC(=O)C1=C(C)NC(=O)NC1c1ccc([N+](=O)[O-])o1 (stereo unspecified)	-20	-27	-4.6	-4	-7	0.3	-8	-6	2
COc1ccc(C(=O)Nc2ccccc2Cc2ccccc2)c(OC)c1	7	9	3.9	-3	0	1.2	6	8	2
Cn1c(=O)c2c(nc(OCc3ccccc3)n2C)n(C)c1=O	4	-2	-0.1	1	3	-0.1	-3	6	1
Cc1ccc(-c2nnnn2C2C/C(=N\NC(N)=S)C3OCC2O3)cc1 (stereo unspecified)	-7	-5	0.3	1	-2	0.0	-2	-6	-4
O=S(=O)(c1ccccc1)N1CCN=C1SCc1ccccc1Cl	2	9	1.2	4	-1	-0.1	0	14	-1
Cc1ccc(-c2oc3ccccc3c(=O)c2OCC(=O)O)cc1	2	3	0.2	0	-8	-0.1	-3	-3	-2
Cc1nc(N)nc(Nc2ccc(Cl)cc2)c1Br	-10	-9	-2.3	2	0	0.0	5	-1	5
COc1ccc(NC(=O)CSC2=NCCN2)cc1	-2	-7	1.4	-3	1	-0.1	3	8	3
Cc1ccc(S(=O)(=O)N(C)C)cc1NC(=O)c1ccc(-n2cncn2)c([N+](=O)[O-])c1	9	-1	-1.3	0	·	-0.4	·	1	·
O=C(Nc1cc(F)ccc1F)c1ccc(-n2cncn2)c([N+](=O)[O-])c1	15	1	-0.3	-2	-3	-0.1	-5	1	2
COc1ccc(-n2c(SCC(=O)OC(C)C)nnc2-c2ccccn2)cc1	3	1	-0.2	-2	-2	0.0	6	-3	-2
COC(=O)CSc1nc(N)c(C#N)c(-c2ccco2)c1C#N	5	6	1.9	4	5	0.0	1	4	3
CC1(OC(=O)CCc2ccccc2)C(=O)C=C2C=C(c3ccc(C#N)cc3)N(C(CO)CO)C=C2C1=O (stereo unspecified)	-8	-5	3.3	0	-5	-0.1	-11	1	2

Grouped by structure: the entries above containing a furan ring, fused or not
SMILES	proCasp3 act	procasp7 counter	PP5 inh	PP1 counter	TPT1 inh	Efflux pump mplx	HCV core dimer	GASC-1 inh	CTSL1 counter
COC(=O)C1=C(C)NC(=O)NC1c1ccc([N+](=O)[O-])o1 (stereo unspecified)	-20	-27	-4.6	-4	-7	0.3	-8	-6	2
COC(=O)CSc1nc(N)c(C#N)c(-c2ccco2)c1C#N	5	6	1.9	4	5	0.0	1	4	3

Continued:
SMILES	proCasp3 act	procasp7 counter	PP5 inh	PP1 counter	TPT1 inh	Efflux pump mplx	HCV core dimer	GASC-1 inh	CTSL1 counter
C/C(=N\Nc1nc(C)cc(C)n1)c1ccc(C)o1	4	-3	-0.5	1	-1	0.2	-2	-17	-5
COc1ccc(NC(=O)c2ccc(NC(=O)CN(C)CC(=O)Nc3c(C)cccc3C)cc2)cc1	1	-6	-1.5	-4	0	-0.1	5	-7	1
Cc1c(NS(=O)(=O)c2ccc3[nH]c(=O)[nH]c3c2)c(=O)n(-c2ccccc2)n1C	0	-5	1.1	-4	-2	-0.1	-4	1	-3
COc1cccc(CNS(=O)(=O)c2cc3c(cc2C)n(C)c(=O)c(=O)n3C)c1	0	14	2.7	-2	1	-0.2	0	-8	-3
CN(C)S(=O)(=O)c1cc(NC(=O)CSc2ncc(C(F)(F)F)cc2Cl)ccc1Cl	1	-5	6.6	3	-2	0.6	2	-9	1
COc1ccc(/C=C2\Oc3cc(OCC(=O)N4CCC(C(=O)O)CC4)ccc3C2=O)c(OC)c1OC	-5	-6	7.4	5	2	0.3	-19	0	1
COc1ccc2c(c1)OC[C@H]1[C@H]2N2C(=O)c3cc(F)ccc3NC(=O)[C@@]2(C)[C@H]1c1ccccc1	0	-1	·	·	·	-0.2	·	-19	·
Cn1cc(CN2C[C@H]3CC[C@H]2C3)c(-c2ccccc2F)n1	0	6	1.0	-4	4	0.2	6	-10	1
O=C(CCN1C(=O)COc2ccccc21)NCCN1CCN(c2ccccc2F)CC1	-1	4	-0.1	-3	0	0.0	3	6	0
O=C(Nc1ccncc1)C1CCN(S(=O)(=O)c2ccc(Cl)cc2)CC1	4	6	-1.1	-1	-3	0.0	-5	2	-3
Cc1cc(Cl)ccc1OCC(=O)N(Cc1cccs1)C1CCS(=O)(=O)C1 (stereo unspecified)	-2	4	3.0	1	-1	0.0	2	21	2
CC1CCc2sc(C(=O)NN)cc2C1 (stereo unspecified)	-4	-6	-1.5	2	3	0.0	1	9	-2
Cc1ccc(CN2CCN(Cc3c[nH]c4ccccc34)CC2CCO)o1 (stereo unspecified)	0	3	-0.6	3	0	0.1	-4	1	-2
COc1ccc(CNC(=O)C2=CC(c3ccc(OC)c(OC)c3)=NS(=O)(=O)N2C)cc1	0	5	-0.8	-4	1	0.1	8	6	6
CSc1ccc(/C=C/C(=O)c2ccc(NC(=O)C(C)C)cc2)cc1	4	-6	0.6	1	-1	0.3	2	-4	3
O=C(CCCOc1ccc(Br)cc1)NNC(=O)c1ccncc1	-8	-1	-0.6	-2	0	0.0	1	9	-1
CN(C)CCOC(=O)C12CC3CC(CC(C3)C1)C2	7	-4	0.0	-3	-5	-0.1	0	3	-4
COc1ccc(CCC(=O)N2CCCC(Nc3ccc(OC)cc3)C2)cc1 (stereo unspecified)	-10	-10	-1.4	-1	-2	-0.1	-3	1	-1
Cc1cc(C(=O)Nc2ccc(Br)cc2F)n(-c2ccccc2)n1	3	7	1.2	-2	-6	-0.1	-5	-14	1
Cc1cc(C)cc(N(CC(=O)Nc2cccc(C)n2)S(=O)(=O)c2c(C)noc2C)c1	-4	-2	6.0	1	-3	0.4	1	10	3
Fc1cccc(CN2CCN(Cc3nc(-c4cnccn4)no3)CC2)c1	-4	-8	-1.2	3	2	-0.1	7	-2	2
CCOC(=O)Cc1csc(SCC(=O)NC2CCS(=O)(=O)C2)n1 (stereo unspecified)	9	1	0.7	-2	·	0.0	·	2	·
CN(C(=S)Nc1ccccc1F)C1(c2ccccc2Cl)CCCCC1=O (stereo unspecified)	-3	11	1.3	-1	-2	0.0	0	-21	-3
COC(=O)c1cc2ccsc2n1CC(=O)NCC1CCCO1 (stereo unspecified)	1	3	1.0	-2	3	-0.1	-1	-17	2
O=C(NCc1ccccn1)Nc1ccc(F)cc1	-6	-1	-2.2	-2	-7	0.0	0	7	-3
CCCCN(CC)CCNC(=O)c1cn(CCOC)c(=O)c2c1c1ccccc1n2C	1	-1	2.8	-4	0	-0.2	2	-17	-1
Cc1cc(C)cc(N2CCN(C(=O)N3CCOCC3)CC2)c1	-2	2	2.7	-5	-5	0.1	-2	5	-1
O=C(c1ccccc1)n1c(=O)cc[nH]c1=O	2	-5	-0.6	-1	-5	-0.1	-5	12	-3
CCOc1ccc2oc(C(=O)OCC(=O)NC3CCCC3)c(C)c2c1	2	12	3.6	3	·	0.1	·	8	·
Cn1c(=O)oc2cc(S(=O)(=O)N3CCC(C(=O)NCc4ccccc4)CC3)ccc21	-4	7	2.8	4	3	0.1	-7	2	-4
Cc1ccc(S(=O)(=O)N(C)C)cc1NC(=O)CSc1nnc(C2CC2)n1C1CC1	3	10	2.5	3	·	0.2	·	4	·
COc1ccc(CNC(=O)[C@H](C)N2C(=O)N3CCc4c([nH]c5ccccc45)[C@@]3(C)C2=O)cc1OC	8	1	5.6	-4	1	0.2	3	i	-1
COc1ccccc1-n1cc(C(=O)c2cc(Cl)ccc2O)cc(C#N)c1=O	-14	-7	2.8	1	13	0.0	10	-28	2
C/C(CC(=O)NC(C)c1ccccc1)=N\NC(N)=S (stereo unspecified)	-6	10	2.5	-4	0	0.5	2	4	4
Cn1ccc(C(=O)Nc2sc3c(c2C(N)=O)CCCCC3)n1	-4	-8	1.9	-2	2	-0.1	6	21	1
CCCC12CN3CC(CCC)(CN(C1)C3c1ccco1)C2=O (stereo unspecified)	-3	2	0.5	-2	-3	0.0	-19	-3	-1
O=C(NC(=S)Nc1ccccc1[N+](=O)[O-])c1cncc(Br)c1	-7	-11	0.1	0	1	0.0	4	5	1
O=C(COC(=O)CCc1ccccc1)NC(c1ccccc1)c1ccccc1	5	-1	3.5	1	0	0.3	5	2	-6
Cc1nc2cc(NC(=O)NCc3ccco3)ccc2n1C	9	-1	1.9	-1	-2	0.0	0	-35	-4
Cc1cc(SCC(=O)OCC(=O)N(C)C2CCS(=O)(=O)C2)c(C)cc1Br (stereo unspecified)	-7	-9	0.4	-5	-3	0.2	-4	-6	-41
CCC(=O)Nc1c(C)n[nH]c1C	-4	-7	0.4	0	-1	0.1	2	0	-1
O=C(Nc1ccc(Cl)cc1)C1C2C=CC3(O2)C1C(=O)N(CCCN1CCCCC1)C3C(=O)NC1CCCCC1 (stereo unspecified)	10	-5	0.2	-7	-4	-0.3	3	10	-2
COc1cccc(NC(=O)C(=O)NCC(c2ccco2)N2CCc3ccccc3C2)c1 (stereo unspecified)	0	4	0.2	-3	-1	0.0	0	10	3
COc1ccccc1CC(=O)NNS(=O)(=O)c1ccccc1[N+](=O)[O-]	-4	3	-1.9	-3	1	-0.1	-6	-2	-5
Cc1cccc(C(=O)OCC(=O)c2c(C)[nH]c3ccccc23)c1O	6	3	3.7	0	·	0.0	·	-9	·
CCCCn1c(N)c(N(CC(C)C)C(=O)CN2C(=O)C3CCCCC3C2=O)c(=O)[nH]c1=O (stereo unspecified)	4	-7	0.3	-3	0	0.1	-5	-20	10
N#CCCc1cccc(CCC#N)c1	4	5	-0.1	-1	-4	0.1	-7	1	-4
Cc1ccc(NC(=O)N2CCN(C(=O)c3ccco3)CC2)cc1Cl	10	10	3.1	0	0	0.0	-2	31	2
COc1ccc(S(=O)(=O)NNC(=O)c2ccc([N+](=O)[O-])cc2)cc1	-3	-6	4.0	-1	-1	0.7	-6	-8	-3
O=C1NCCN1Cc1ccccc1F	-1	5	2.2	-6	0	0.0	-4	0	-2
CCN(CC)CCC/C(=N\O)C(O)(c1ccccc1)c1ccccc1	-5	15	-1.9	-4	-2	0.6	-6	-14	4
CC1=C(C(=O)NC2CCC(C)CC2)C2(CCC(C)CC2)OC1=O (stereo unspecified)	2	2	3.2	-3	-2	-0.1	-1	1	-3
CC(CNC(=O)c1ccccc1[N+](=O)[O-])NC(=O)c1ccccc1[N+](=O)[O-] (stereo unspecified)	-5	-4	-2.0	7	0	0.0	1	1	-1

Source: PubChem BioAssay
